OXTR ag: human OXTR agonism. CHO-OTR cells, Fluo-8 calcium fluorescence; normalized: DMSO 0%, oxytocin 100%. activation, % at 3 µM. 320,000 tested, 0.32% active. AID 2435;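 active means activation above the mean of all tested compounds plus 3 SD, cutoff set per screening run, cut at about 20% in these data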;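 further: peak over basal fluorescence ratio from a 100 s FLIPR kinetic read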
TAAR1 agonist: human TAAR1 agonism. CHO RD-HGA16 TAAR1, Fluo-8 calcium fluorescence; vehicle wells 0%, saturating PEA agonist 100%. activation, % at 3 µM. 360,000 tested, 0.99% active. AID 624467;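 active means activation above the mean activation of all test compounds in the run plus 3 SD, cut at about 38% in these data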
Target sequence (Q96RJ0 whole entry, looked up): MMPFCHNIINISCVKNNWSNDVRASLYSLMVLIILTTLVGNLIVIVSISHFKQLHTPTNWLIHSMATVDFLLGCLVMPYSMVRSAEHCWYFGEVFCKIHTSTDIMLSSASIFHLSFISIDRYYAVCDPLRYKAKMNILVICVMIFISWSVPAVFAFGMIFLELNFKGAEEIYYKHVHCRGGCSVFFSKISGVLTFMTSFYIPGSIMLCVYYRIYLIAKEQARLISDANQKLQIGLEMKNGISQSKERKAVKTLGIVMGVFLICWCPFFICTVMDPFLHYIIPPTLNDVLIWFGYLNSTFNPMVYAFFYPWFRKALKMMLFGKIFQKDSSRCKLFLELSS
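System: CHO RD-HGA16 cells carrying human TAAR1 plus Gα16; Incubation: 17-24 h seeding, 75 min 37 °C dye, 30 min RT; Measured by: Fluo-8 fluorescence, 5 s baseline then 140 s kinetic read; Control set: DMSO and PEA EC100; Replication: single well for each compound.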
CHRM1 agonist: agonists of human M1 muscarinic receptor; 360,000 tested, 0.33% active; CHO-K1 hM1, Fluo-8 calcium fluorescence, agonist mode; 0% DMSO, 100% acetylcholine EC100; activation, % at 3 µM; P11229;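 active means activation above the run's mean compound activation plus 3 SD, cut at about 16% in these data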;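 further: peak over basal fluorescence ratio within a 140 s kinetic read after compound addition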
TAAR1 antagonist: human TAAR1 antagonism. CHO RD-HGA16 TAAR1, Fluo-8 calcium fluorescence, antagonist. inhibition, % at 3 µM. 360,000 tested, 1.5% active. AID 624466;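 active means inhibition above a per-plate cutoff, the mean inhibition of test compounds on that plate plus 3 SD, cut at about 49% in these data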;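 further: 0% = DMSO plus EC80 beta-PEA response and 100% = DMSO alone without agonist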
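Test system: CHO RD-HGA16 cells bearing hTAAR1 | Reagent: β-PEA, EC80 | Compound dosing: 3 µM, single point | Schedule: Dye loading 75 min at 37 °C, then 30 min room temperature | Signal: Calcium fluorescence with Fluo-8 | Evaluation: Percent inhibition of PEA-evoked calcium signal, max/basal emission ratio | Control set: DMSO-only wells and EC80 β-PEA-stimulated wells | Repeats: Singlicate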
OXTR potentiate: potentiates the human oxytocin receptor response; activation, % at 3 µM; CHO-OTR cells, Fluo-8 calcium fluorescence, potentiator mode; 0% = oxytocin EC15, 100% = EC100; 320,000 tested, 0.061% active; P30559;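 active means activation above that plate's cutoff, the mean activation of tested compounds plus 3 SD, cut at about 6.6% in these data, passing the limit was not always enough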;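 further: 100% uses oxytocin at 75 nM as the full agonist control; some results filed as inactive read as strong as hits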
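Assay system: CHO-OTR cells, human receptor / Also added: oxytocin at about EC15, sub-maximal agonist stimulus / Dosing: single dose, 3.0 µM nominal final compound concentration / Incubation: 6 min pre-incubation, 100 s read / Technique: Fluo-8 calcium dye fluorescence / Read-out: % activation vs EC15 and EC100 oxytocin / Benchmarks: EC15 oxytocin low, 75 nM oxytocin high / Replicates: singlicate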
M1 antag: human CHRM1 antagonism; CHO-K1 hM1, Fluo-8 calcium fluorescence, ACh EC80 antagonist; inhibition, % at 3 µM; 360,000 tested, 1.3% active;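 active means percent inhibition above its own plate's cutoff, namely the mean of that plate's compound wells plus 3 SD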;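 further: peak over basal fluorescence ratio during 140 s after agonist addition; 0% = ACh EC80 plus DMSO and 100% = DMSO alone without agonist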
V1aR counter: counter-screen for oxytocin receptor agonists: human V1a receptor agonists; activation, % at 3 µM; 320,000 tested, 0.25% active; P37288; CHO-V1R cells, Fluo-8 calcium fluorescence, agonist mode; 0% DMSO, 100% 3 nM vasopressin;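 active means activation above the mean activation of all tested compounds plus 3 SD, per screening run, cut at about 20% in these data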;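 further: signal is peak over basal fluorescence ratio across a 100 second FLIPR read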
Target sequence (P37288 whole entry, looked up): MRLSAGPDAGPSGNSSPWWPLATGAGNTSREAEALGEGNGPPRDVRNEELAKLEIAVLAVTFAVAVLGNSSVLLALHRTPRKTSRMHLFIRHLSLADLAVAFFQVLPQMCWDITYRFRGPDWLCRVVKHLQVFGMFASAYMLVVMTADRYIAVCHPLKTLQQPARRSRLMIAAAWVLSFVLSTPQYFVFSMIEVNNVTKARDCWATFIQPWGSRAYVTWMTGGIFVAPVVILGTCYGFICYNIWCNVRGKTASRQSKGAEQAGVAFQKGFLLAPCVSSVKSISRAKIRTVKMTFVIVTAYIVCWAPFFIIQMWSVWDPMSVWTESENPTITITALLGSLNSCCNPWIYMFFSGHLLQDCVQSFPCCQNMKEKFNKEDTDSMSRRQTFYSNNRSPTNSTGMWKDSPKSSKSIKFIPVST
CHO parental Ca: counter-screen: ATP calcium response change in parental CHO cells; parental CHO-K1, ATP-induced calcium, Fluo-8 fluorescence; AID 463079; 330,000 tested, 0.63% active; inhibition, % at 5.6 µM;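 active means inhibition above that plate's mean sample inhibition plus 3 SD, cut at about 26% in these data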;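 further: 0% = ATP-challenged DMSO wells and 100% = DMSO wells without ATP; some compounds past the cut are filed as inactive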
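Material: parental CHO cells / Compound: single nominal dose of 5.6 µM per compound / Signal: Fluo-8 fluorescence / Replicates: singlicate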
M1 PAM: potentiates human M1 receptor response to acetylcholine | CHO-K1 hM1, Fluo-8 calcium fluorescence, ACh EC20; 0% = ACh EC20, 100% = maximal ACh | activation, % at 3 µM | 360,000 tested, 0.088% active | AID 588819; in the data active means activation above about 19%, passing the limit was not always enough
An asterisk follows results filed as active; . = no result given.

SMILES	OXTR ag	TAAR1 agonist	CHRM1 agonist	TAAR1 antagonist	OXTR potentiate	M1 antag	V1aR counter	CHO parental Ca	M1 PAM
O=C(NCc1cccc(Cl)c1)C1CCC(=O)N(C2CC2)C1 (configuration not stated)	-0.1	3	-1	2	-2	2	0.4	-3	6
Cc1c(NC(NC(=O)CC(C)C)C(Cl)(Cl)Cl)c(=O)n(-c2ccccc2)n1C (configuration not stated)	-0.5	7	-3	12	1	11	-0.1	-23	-2
CN(C(=O)c1cc([N+](=O)[O-])ccc1NCc1cccnc1)c1ccccc1	1.9	5	-9	-3	5	-6	1.1	-13	-3
C[C@H]1CN([C@@H](C)CO)C(=O)Cc2cc(NS(=O)(=O)c3cccs3)ccc2O[C@H]1CN(C)S(=O)(=O)c1cn(C)cn1	1.6	10	-9	-13	3	9	1.1	-4	-6
Cc1nc(N2CCOCC2)c2c3c(sc2n1)CCC3	-1.7	-2	-3	-36	-16	-12	-0.8	-18	10
Cc1cc(C(=O)NNC(=O)c2ccccc2F)c2ccccc2n1	-0.2	2	-2	-11	-6	6	0.0	1	5
CCN(CC)C(=O)Cn1cc([N+](=O)[O-])cc1[N+](=O)[O-]	.	1	-2	-9	.	6	.	.	-10
O=C(NNS(=O)(=O)c1ccc(F)c(Cl)c1)c1cccc(S(=O)(=O)N2CCOCC2)c1	0.0	5	-5	-23	0	-2	-0.1	-2	6
COc1cccc(CN(C)C[C@@H]2OCc3ccccc3-c3c(n(C)c4ccccc34)C(=O)N([C@@H](C)CO)C[C@H]2C)c1	.	-2	-5	-42	.	-13	.	.	9
COc1cc(-c2nnc(SCC(=O)c3ccccc3)o2)cc(OC)c1OC	1.6	12	-3	43	-4	-18	1.2	-15	7
CCN(CC)S(=O)(=O)c1ccc(N2CCN(C)CC2)c(NC(=O)COc2ccc(F)cc2Cl)c1	0.0	3	-6	-2	-9	6	0.1	-14	-3
O=S(=O)(c1ccccc1)c1nc(-c2ccccc2)oc1NCCCN1CCOCC1	0.2	2	0	-7	0	-7	1.7	-21	11
CC(C)NC(=O)CCCC(=O)NC(C)C	-1.2	13	-4	-7	-1	2	-0.6	-9	0
CC(C)CCC[C@@H](C)[C@H]1CC[C@H]2[C@@H]3C(=O)C=C4C[C@@H](O)CC[C@]4(C)[C@H]3CC[C@]12C	-0.8	1	0	4	-7	-28	-1.1	-3	0
O=C(CCc1ccccc1)Nc1nncs1	-0.3	12	-4	-3	-5	-7	0.4	-8	3

A different layout for part of the listing above:
mol | OXTR ag | TAAR1 agonist | CHRM1 agonist | TAAR1 antagonist | OXTR potentiate | M1 antag | V1aR counter | CHO parental Ca | M1 PAM
Cc1nc(N2CCOCC2)c2c3c(sc2n1)CCC3 | -1.7 | -2 | -3 | -36 | -16 | -12 | -0.8 | -18 | 10
Cc1cc(C(=O)NNC(=O)c2ccccc2F)c2ccccc2n1 | -0.2 | 2 | -2 | -11 | -6 | 6 | 0.0 | 1 | 5
CCN(CC)C(=O)Cn1cc([N+](=O)[O-])cc1[N+](=O)[O-] | . | 1 | -2 | -9 | . | 6 | . | . | -10
O=C(NNS(=O)(=O)c1ccc(F)c(Cl)c1)c1cccc(S(=O)(=O)N2CCOCC2)c1 | 0.0 | 5 | -5 | -23 | 0 | -2 | -0.1 | -2 | 6
COc1cccc(CN(C)C[C@@H]2OCc3ccccc3-c3c(n(C)c4ccccc34)C(=O)N([C@@H](C)CO)C[C@H]2C)c1 | . | -2 | -5 | -42 | . | -13 | . | . | 9
COc1cc(-c2nnc(SCC(=O)c3ccccc3)o2)cc(OC)c1OC | 1.6 | 12 | -3 | 43 | -4 | -18 | 1.2 | -15 | 7
CCN(CC)S(=O)(=O)c1ccc(N2CCN(C)CC2)c(NC(=O)COc2ccc(F)cc2Cl)c1 | 0.0 | 3 | -6 | -2 | -9 | 6 | 0.1 | -14 | -3
O=S(=O)(c1ccccc1)c1nc(-c2ccccc2)oc1NCCCN1CCOCC1 | 0.2 | 2 | 0 | -7 | 0 | -7 | 1.7 | -21 | 11
CC(C)NC(=O)CCCC(=O)NC(C)C | -1.2 | 13 | -4 | -7 | -1 | 2 | -0.6 | -9 | 0
CC(C)CCC[C@@H](C)[C@H]1CC[C@H]2[C@@H]3C(=O)C=C4C[C@@H](O)CC[C@]4(C)[C@H]3CC[C@]12C | -0.8 | 1 | 0 | 4 | -7 | -28 | -1.1 | -3 | 0
O=C(CCc1ccccc1)Nc1nncs1 | -0.3 | 12 | -4 | -3 | -5 | -7 | 0.4 | -8 | 3

Next part
SMILES	OXTR ag	TAAR1 agonist	CHRM1 agonist	TAAR1 antagonist	OXTR potentiate	M1 antag	V1aR counter	CHO parental Ca	M1 PAM
Cc1ccccc1NC(=O)COC(=O)c1n[nH]c(=O)c2ccccc12	.	0	-4	-16	.	-1	.	.	3
O=C1CC(c2ccc3c(c2)OCO3)CN1 (configuration not stated)	0.4	6	-3	-13	-5	1	0.9	-8	4
CCOc1ccc(-c2nc(N)ncc2-c2ccccc2OC)c(O)c1	-2.1	18	-4	-21	-11	-13	-0.2	-20	0
CCC(C)NC(=O)Cc1cn(C)c2ccccc12 (configuration not stated)	1.1	1	-2	-11	-5	-3	5.4	-9	6
Cn1cccc1C(=O)NC(=O)CSc1nc2ccccc2s1	9.7	6	0	2	-20	6	6.3	13	-7
CC1(C(=O)Nc2ccccc2Cc2ccccc2)CCN1Cc1ccccc1Cl (configuration not stated)	.	1	-4	16	.	5	.	.	-5
Cc1nc(-c2ccc(S(=O)(=O)NCC3CCN(C(=O)OC(C)(C)C)CC3)s2)cs1	3.0	19	-2	-10	-10	-9	4.5	-7	3
O=C(NCCN1CCN(c2cccc(Cl)c2)CC1)c1ccc(CSc2nc3ccncc3[nH]2)cc1	-1.7	1	-10	27	-17	17	0.8	-2	-23
CCOC(=O)c1cnn(-c2cc(Oc3cccc(C)c3)ncn2)c1N	0.0	6	-2	-2	-19	6	1.1	-21	1
CC(=O)Nc1cccc(-c2cc3nc(NCc4cccnc4)n(C)c(=O)c3s2)c1	.	2	-3	-4	.	3	.	.	-4
Cc1c(C)n(CCN(C)C)c2ccc(C(=O)OCCN(C)C)cc12	0.2	2	-6	-10	-8	-11	0.3	-9	5
CCCCc1nnc(NC(=O)CCSc2ccccc2)s1	-1.6	14	-3	-5	-5	0	0.4	-17	5
CC(C)CCNC(=O)C(c1cccnc1)N(CCc1ccccc1)C(=O)Cn1nnc2ccccc21 (configuration not stated)	-0.6	39*	-1	8	-5	-32	-0.3	-15	10
COc1ccc(C2(C(F)(F)F)NC(=O)N(C)C(=O)N2C)cc1 (configuration not stated)	-0.7	10	-6	12	-6	4	0.5	-7	-5
Clc1ccc(-c2nnc3n2CCCCC3)cc1	-0.4	5	-6	4	-7	-9	0.6	-3	-4
COc1cc2c(C(=O)Nc3ccc4c(c3)OCO4)cn(CC(C)C)c(=O)c2cc1OC	-2.7	.	.	.	-10	.	-1.4	-12	.
CC(C)=C1SC(N2CCOCC2)=NC1=O	0.6	7	-5	-6	-5	-4	1.2	0	-11
COc1ccccc1NC(=O)CCNS(=O)(=O)c1ccc2[nH]c(=O)oc2c1	-0.1	1	4	-5	-5	-6	0.4	-4	2
CCOc1ccc(OCC)c(NC(=O)CN2CCN(CC)CC2)c1	-0.1	7	-5	0	4	-15	2.4	-15	7
COCc1cc(=O)n2[nH]c(-c3ccccc3)cc2n1	-0.3	-2	-2	11	-4	-24	0.0	-11	7
CCOc1ccc(C(=O)COC(=O)Cc2n[nH]c(=O)c3ccccc23)cc1	-0.4	-1	-2	-15	3	17	0.4	-19	-9
O=C(Cc1c[nH]c2ccccc12)OCCOC(=O)Cc1c[nH]c2ccccc12	9.1	8	1	35	-16	8	2.7	5	0
O=S(=O)(c1cccc(C(F)(F)F)c1)N1CCN(c2nnnn2-c2ccccc2)CC1	1.1	3	-1	4	-5	-4	0.9	-11	3
Nc1cc(SCc2ccc([N+](=O)[O-])cc2)ncn1	.	0	1	-5	.	13	.	.	-3
O=C(Nc1ccccc1)N1CCNCC1	0.8	1	-1	-12	-2	-15	0.5	11	9
O=C(Cc1ccccc1)N/N=C/c1ccccc1Cl	0.3	4	2	16	-6	4	0.6	-10	2
CC1(C(=O)NS(=O)(=O)c2ccc(F)cc2F)CCN1C(=O)c1cccc(F)c1 (configuration not stated)	.	1	-1	-31	.	-13	.	.	10
COc1cc(C2c3cc(O)c(OC)cc3CC(C(=O)O)C2CO)ccc1O (configuration not stated)	.	8	0	-15	.	5	.	.	-3
Cc1ccsc1/C=N/NC(=O)C1CC(=O)N(c2ccc(F)cc2)C1 (configuration not stated)	-2.0	2	-5	2	1	-15	0.2	-9	9
COc1cc(OC)cc(C(=O)N/N=C\c2ccoc2)c1	-0.4	2	4	-18	-1	-17	0.4	11	19
COc1ccccc1N1CCSC1C(N)=O (configuration not stated)	-0.2	12	-3	-18	-4	-11	0.4	9	2
COc1ccc(-n2c(SCC(=O)Nc3ccccc3)nnc2-c2ccc(NS(=O)(=O)c3ccc(C)cc3)cc2)cc1	0.2	9	5	53*	-5	-4	-0.5	-13	6
COC(=O)C1=C(Nc2ccccc2NS(=O)(=O)c2ccc(C(F)(F)F)cc2Cl)CSC1	-1.7	8	-2	5	-6	-14	-1.1	-6	5
Nc1cccc(S(=O)(=O)NC2=NCCC2)c1	0.1	2	-3	10	-9	-14	0.1	2	2
Cc1ccc(CNc2ccc(N3C(=O)CCCC3=O)cc2[N+](=O)[O-])cc1	2.0	4	-4	-20	-1	-5	4.8	-8	7
Cc1cc(C(=O)N2CCOCC2)n(-c2ccccc2)n1	1.0	0	5	10	2	-18	0.2	0	17
COc1ccccc1NC(=O)C(C)OC(=O)CC1CCCC1 (configuration not stated)	-1.8	3	-5	-19	-1	-11	-1.4	-17	8
CCOc1ccc2c(c1)[N+](C)(C)C(C)(C)C=C2C	-0.4	9	-13	3	-5	8	-0.1	9	-15
CCOC(=O)C1=C(C)Nc2nc(SC)nn2C1c1ccc(C(=O)OC)cc1 (configuration not stated)	1.1	.	-4	.	3	8	0.5	-8	-3
COc1cc(C(=O)Nc2cccc(-c3nnc(-c4ccco4)o3)c2)ccc1OC(C)=O	-0.7	16	-2	64*	-8	16	1.1	-24	-6
COc1ccc(CNC(=O)C2CCN(C(=O)c3ccc(F)cc3)CC2)cc1OC	-0.1	2	-4	3	3	-1	0.1	-12	2
COc1ccc(CN(C)C(=O)/C=C/[C@H]2O[C@@H](n3cc(C)c(=O)[nH]c3=O)C[C@@H]2O)cc1OC	.	3	9	-17	.	-18	.	.	2
